# Assay outcomes: PubChem, National Center for Advancing Translational Sciences (NCATS)
# Nrf2 activator: qHTS of Nrf2 Activators; AID 624171, 2012; AREc32 ARE-luciferase reporter (MCF7-derived line), luminescence, 24 h; 0.31% of 410,000 active; Potency, µM (doses to about 46.1 µM), for inactives: at the highest dose activation, most hits filed as activators; note: potency is the fitted concentration of half-maximal effect; % of control where 0% means no effect; nearly all actives have a fitted effect of over 65% in size
#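 Steps: seed AREc32_Fluc cells (1000/well, 5% FBS OPTI-MEM); incubate overnight at 37 deg C; add 23 nL compound; incubate 24 hr; add Steady-Glo; hold 30 min RT; read luminescence.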
# ATXN viability: Viability Counterscreen for Primary qHTS for Inhibitors of ATXN expression; S2 cells (HEK-293 line with an ATXN2-luciferase reporter) viability, CellTiter-Fluor protease fluorescence, 24 h; 0.49% of 400,000 active; Potency, µM (top dose mostly 56.7 µM), hits mostly cytotoxic; note: potency is the fitted concentration of half-maximal effect; nearly all actives have a fitted effect of over 40% in size
# A549 viability: Nrf2 qHTS screen for inhibitors: counterscreen for cytotoxicity | A549 ARE-Fluc cells, CellTiter-Fluor viability, 18-24 h | Potency, µM (highest dose often 46 µM), inactives show top-dose activity change, negative = cytotoxicity, usual class: inhibitors | 0.16% of 390,000 active | AID 504648, 2011; note: potency is the fitted concentration of half-maximal effect; % is set by controls: 0 for no effect and ±100 for the full control effect
#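 A549 ARE-Fluc cells in 5% FBS OPTI-MEM, 5000 cells/well, rested 2 h then exposed to compounds in concentration-response for 18-24 h at 37 °C. Viability by CellTiter-Fluor fluorescence (Ex 405/Em 525) after 30 min; luciferase luminescence (BugLite, 15 min, RT) read afterwards.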
# HepG2 viability: qHTS for Inhibitors of TGF-b: Cytotox Counterscreen; 0.76% of 410,000 active; Potency, µM (highest dose often 46.1 µM), inactives show top-dose activity change, negative = cytotoxicity, most hits filed as cytotoxic; HepG2 CAGA-GFP viability, ATP luminescence, 18 h; AID 588856, 2011; note: potency is the fitted concentration of half-maximal effect; some results filed as inactive show a strong effect at the top dose
#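 CellTiter-Glo luminescence gave cytotoxicity after 18 hours at 37 degrees C. The cells were HepG2 CAGA-GFP in 1% FBS DMEM, stimulated with 500 pg/mL TGF-beta after compound addition. %Activity was normalised to no-cell wells (complete cell-killing) and DMSO (no toxicity), and curves were fitted and classified.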
# CCT chaperon mod: High-Throughput Screening for Modulators of Cytosolic Chaperonin Activity; AID 651819, 2012; activity change, % (test concentration not listed), hits read low; purified chaperonin ATPase assay, HTRF ADP detection, 30 min; 0.3% of 360,000 active; in the data active = activity change below about -30%; note: % is set by controls: 0 for no effect and ±100 for the full control effect
#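 Nucleotide hydrolysis assay: TRiC at 20–40 nM final (set by batch activity) with 10 uM ATP, 30 min at 37 °C, in presence of 76 uM compound. Detection by competitive ADP HTRF, 30 min ambient.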
# Nrf2 inh: Nrf2 qHTS screen for inhibitors. A549 ARE-Fluc reporter, luciferase luminescence, 18-24 h. 2.1% of 360,000 active. Potency, µM (top dose mostly 46 µM), inactives show at the top dose activity change, negative = inhibition, hits mostly inhibitors. AID 504444, 2011; note: potency is the fitted concentration of half-maximal effect; % is set by controls: 0 for no effect and ±100 for the full control effect; nearly all actives have a fitted effect of over 60% in size
#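 A549 ARE_Fluc cells, 5000/well, 5% FBS OPTI-MEM; compounds in dose-response, 18-24 h at 37 °C/5% CO2; CellTiter-Fluor viability read (Ex 405/Em 525), then BugLite luciferase luminescence = Nrf2 activity.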
# Mm-Cpn inhibitor: Inhibitors of TCP-1 ring complex (TRiC) of Methanococcus maripaludis (MmCpn): qHTS; Chaperonin Mm-Cpn (Methanococcus maripaludis); purified Mm-Cpn ATPase, ADP Transcreener TR-FRET; Potency, µM (titrated, usually from 76.9 µM), for inactives: at the highest dose activity, negative = inhibition, hits mostly inhibitors; 0.031% of 330,000 active; AID 504842, 2011; note: potency is the fitted concentration of half-maximal effect; % is set by controls: 0 for no effect and ±100 for the full control effect; nearly all actives have a fitted effect of over 80% in size
#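 ATPase read-out: TR-FRET ADP immunoassay (anti-ADP Eu cryptate vs ADP-d2), ex 320 nm, em 590/665 nm; signal drops as ADP forms. Enzyme 25 nM, ATP 10 uM, 30 min at 37°C after 10 min compound preincubation.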
# TGFb inhibitor: qHTS for Inhibitors of TGF-b | Potency, µM (doses to about 46.1 µM), for inactives: at the top dose activity, negative = inhibition, usual class: inhibitors | HepG2 CAGA-GFP TGF-b/SMAD3 reporter, GFP fluorescence, 18 h; TGF-beta stimulated, 500 pg/mL final | 1.2% of 410,000 active; note: potency is the fitted concentration of half-maximal effect; % is set by controls: 0 for no effect and ±100 for the full control effect; nearly all actives have a fitted effect of over 65% in size
#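 GFP signal (ex488/em500-530) from TGF-beta-stimulated HEPG2 CAGA-GFP cells, 500 pg/mL final, 18 h at 37 degrees C in DMEM plus 1% FBS, normalized to unstimulated and DMSO-stimulated controls.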
# Akt phos inh: HTS Assay for Inhibitors of Akt Phophorylation: Primary Screen | Neuro2A IGF-stimulated pAkt S473 HTRF, 20 min; active compounds read low | activity change, % for hits at 50 µM | 0.32% of 360,000 active | AID 651550, 2012; in the data active = activity change below about -80%; inconclusive = mostly about -51% to -80%; note: % is set by controls: 0 for no effect and ±100 for the full control effect
#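 Single-point screen (50 µM final compound) in Neuro2A cells stimulated 20 min with 6 nM IGF at 37 deg C. After lysis, Ser473-phosphorylated Akt read by HTRF (ex 330 nm, em 615/665 nm) as the 665/615 ratio.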
# Starred values were filed as active, the others as inactive; i = inactive; ? = inconclusive; / = not tested or not shown; & = joins results of further samples; [ ] = remark or other dose. Unless noted, calls come from the whole dose curve; as a rule, active = well fitted curve in the direction sought with a large enough effect; inconclusive = small, poorly fitted or top-dose-only effect, or another doubt; inactive = no such curve, though single readings can be large; an effect the other way counts as inactive or inconclusive.
SMILES,Nrf2 activator,ATXN viability,A549 viability,HepG2 viability,CCT chaperon mod,Nrf2 inh,Mm-Cpn inhibitor,TGFb inhibitor,Akt phos inh
Cc1ccc(S(=O)(=O)Cc2ccc(C(=O)NCCCN3CCN(C)CC3)o2)cc1,-0.6%,i,-4%,2%,0.0,5%,0%,5%,i
CCN(CC)S(=O)(=O)c1ccc(OC(C)C)nc1,-0.2%,i,16%,1%,-0.4,0%,1%,7%,i
O=C(CCNC(=O)c1ccc([N+](=O)[O-])cc1)NCc1ccco1,0.2%,i,0%,-5%,-0.3,-14%,0%,3%,i
O=C(CSc1cn[nH]n1)Nc1nc2ccccc2s1,6.0%,i,1%,-25%,3.0,?,3%,1%,i
CN1CCSc2ccc(C(=O)Nc3cccc(F)c3)cc21,3.1%,i,4%,-6%,-1.2,?,-12%,10%,i
CCCC(=O)Nc1ccc(N2CCN(C(=O)CCC)CC2)cc1,0.1%,?,-1%,5%,-2.2,-8%,1%,0%,i
Cc1ccccc1Nc1cc(C(=O)NC2CCC(C)CC2)c2ccccc2n1 (centres undefined),4.5%,i,0%,-28%,/,?,/,-19%,/
CCCCc1ccc(NC(=S)NCCCN2CCOCC2)cc1,-0.1%,i,-8%,-26%,0.5,-7%,0%,-20%,i
Cc1nc(N2CCN(C(=O)c3ccc(Cl)cc3)CC2)c(C#N)c2c1COC(C)(C)C2,3.2%,?,3%,-1%,-0.4,/,0%,8%,i
O=S(=O)(c1ccccc1)c1nc(-c2ccco2)oc1N1CCOCC1,-0.7%,i,-4%,-46%,-1.7,-5%,-3%,0%,i
O=c1[nH]c(CN2CCN(c3ccccc3)CC2)nc2scc(-c3ccccc3)c12,-0.7%,i,5%,-5%,-2.7,8%,-10%,-5%,i
COc1cc(C(=O)NC(CCSC)C(=O)OCC(=O)C(C)(C)C)cc(OC)c1OC (centres undefined),5.1%,i,0%,-38%,2.6,-2%,-2%,-9%,i
CCOC(=O)c1nc(C)c(C(C)=O)s1,0.4%,i,1%,-11%,-0.2,3%,0%,10%,i
Cc1ccc(C(=O)c2nc3c(n2O)CCCC3)cc1,0.4%,i,12%,2%,-0.5,/,-1%,8%,i
CC(C(=O)Nc1ccc(S(=O)(=O)Nc2ncccn2)cc1)N1C(=O)c2ccccc2S1(=O)=O (centres undefined),0.1%,i,0%,6%,0.6,-3%,-1%,14%,i
Cc1cc(C2=NNC(=Nc3ccc(S(=O)(=O)N4CCOCC4)cc3)SC2)c(C)n1C,0.4%,i,0%,8%,-2.3,-1%,2%,4%,i
COC(=O)CSc1nc(NC(C)=O)nc(C)c1Br,5.4%,i,-5%,-20%,-8.0,8%,-1%,-1%,i
CCOC(=O)C1=C(C)N(C)C(=O)NC1c1ccccc1OC (centres undefined),-0.3%,i,-7%,-8%,-0.9,-7%,-2%,-9%,i
C(=C\c1ccccc1)/CSc1nnc(-c2ccncc2)n1Cc1ccco1,0.3%,i,13%,-20%,-2.1,-10%,0%,-25%,i
Cc1ccc(S(=O)(=O)CC(=O)N(CCCN2CCOCC2)c2nc3c(F)cccc3s2)cc1,2.5%,i,-4%,-9%,-0.6,7%,0%,13%,i
O=C(OCC(=O)N1CCC(Cc2ccccc2)CC1)c1cccnc1Cl,2.8%,i,1%,-11%,-2.1,2%,1%,-10%,i
COc1cccc(CNC(=O)COC(=O)c2nn(C)c(=O)c3ccccc23)c1,0.0%,i,0%,-6%,-19,2%,0%,-7%,i
Cc1noc(C)c1S(=O)(=O)N1CCN(Cc2ccc3c(c2)OCO3)CC1,-0.1%,i,0%,-20%,0.8,4%,-5%,-2%,i
COc1cccc(C(=O)Nc2cc(C)nn2-c2ccccc2)c1OC,0.3%,i,2%,1%,-0.1,8%,0%,-1%,i
O=c1oc(CCCO)cc2ccc(Br)cc12,0.4%,i,-7%,1%,0.9,11%,-2%,-1%,i
Cc1cccc2cc(CN(CC3CCCO3)C(c3nnnn3Cc3ccco3)C(C)C)c(=O)[nH]c12 (centres undefined),4.7%,?,?,8%,-3.9,/,-9%,?,i
S=C(NC1CCCCC1)NN1CCCCCC1,-0.8%,i,-7%,5%,-5.4,2%,/,1%,i
O=C(Nc1ccc(F)c([N+](=O)[O-])c1)c1cccs1,?,i,-1%,-27%,-0.7,6%,2%,-29%,i
COc1ccc(C(=O)NCC2(c3ccc(OC)c(OC)c3)CCCC2)cc1OC,1.1%,i,/,-18%,0.6,/,/,-1%,i
O=C1N(C2CCCC2)C[C@@H]2C[C@@H](c3cn[nH]c3-c3ccc(Cl)cc3)N3CCC[C@@]123,-0.4%,i,-7%,0%,-3.4,-14%,-3%,?,i
CSc1ccc(-c2sc(Nc3ccccc3)n[n+]2-c2ccccc2)cc1,6.1%,i,3%,-10%,-0.4,16%,-17%,6%,i
Cc1cc(C)c(S(=O)(=O)NNC(=O)C2CCN(Cc3ccccc3)CC2)c(C)c1,0.4%,i,4%,-14%,0.5,9%,2%,-1%,i
CSCCC(C(=O)Nc1c(C)cccc1C)N1CCN(c2ccc(C(F)(F)F)cn2)CC1 (centres undefined),0.1%,i,/,3%,-2.4,/,/,0%,i
CCOc1c(Br)cc(C(=O)N2CCCN(C)CC2)cc1OC,-0.7%,i,1%,-17%,-5.7,1%,0%,-16%,i
Cc1ccc2occ(CC(=O)Nc3ccc(S(N)(=O)=O)cc3)c2c1,0.3%,i,2%,-5%,/,5%,/,1%,/
CC1(CCC(=O)O)C(=O)CCC2C1CCC1(C)C2CCC1(C)O (centres undefined),0.0%,i,7%,-1%,1.7,9%,/,?,i
NNC(=O)c1oc2nc(-c3ccc(Cl)cc3)cc(-c3ccccc3)c2c1N,-0.4%,/,20%,-15%,0.2,10µM*,0%,-5%,i
CCOc1ccc2nc(SCC(=O)Nc3ccc4[nH]c(=O)[nH]c4c3)[nH]c2c1,4.3%,i,1%,-44%,-3.1,10%,-7%,3%,i
CCOc1cc(/C=N/Nc2nc(C)cc(=O)[nH]2)ccc1O,0.1%,i,-1%,-1%,-2.9,-4%,-1%,67%[activator],i
CN(C)S(=O)(=O)c1ccc2c(c1)nc(CCC(=O)O)n2C,0.8%,i,1%,2%,-1.8,7%,4%,5%,i

# Three structures already listed, sorted by number of heavy atoms, low to high.
SMILES,Nrf2 activator,ATXN viability,A549 viability,HepG2 viability,CCT chaperon mod,Nrf2 inh,Mm-Cpn inhibitor,TGFb inhibitor,Akt phos inh
S=C(NC1CCCCC1)NN1CCCCCC1,-0.8%,i,-7%,5%,-5.4,2%,/,1%,i
CCOc1c(Br)cc(C(=O)N2CCCN(C)CC2)cc1OC,-0.7%,i,1%,-17%,-5.7,1%,0%,-16%,i
Cc1cc(C)c(S(=O)(=O)NNC(=O)C2CCN(Cc3ccccc3)CC2)c(C)c1,0.4%,i,4%,-14%,0.5,9%,2%,-1%,i

# Additional entries follow:
SMILES,Nrf2 activator,ATXN viability,A549 viability,HepG2 viability,CCT chaperon mod,Nrf2 inh,Mm-Cpn inhibitor,TGFb inhibitor,Akt phos inh
CCOC(=O)c1cc(-c2ccc(N3CCOCC3)cc2)nn1-c1ccc(F)cc1F,3.9%,i,-1%,4%,-0.9,?,0%,-26%,i
COC(=O)[C@H](CC(C)C)N1Cc2cc(OC)cc(OC)c2-c2ccccc2S1(=O)=O,4.5%,?,-9%,-10%,0.3,11%,-2%,?,i
O=C(Cc1c(F)cccc1Cl)OCC(=O)c1ccc[nH]1,0.0%,i,1%,-2%,-8.1,?,2%,0%,i
O=C1NN(c2ccccc2)C(=O)/C1=C\c1ccc2c(c1)OCO2,0.4%,i,-2%,-44%,-2.9,1%,0%,2%,i
Cc1n[nH]c(C)c1N=Nc1cc(Cl)ccc1Cl,-0.3%,i,-15%,-19%,0.5,-49%,-1%,-13%,i
CCN(CC)CCC(C)OC(c1ccccc1)c1ccccc1 (centres undefined),-0.5%,?,-7%,3%,0.5,6%,-1%,6%,i
CCCCOC(=O)/C(=C/c1cn(C)c2ccccc12)NC(=O)c1ccc(OC)cc1,0.3%,?,-1%,-27%,1.3,7%,1%,-25%,i
CCCCS(=O)c1snnc1C (centres undefined),3.6%,i,0%,-6%,-2.1,1%,1%,0%,i
COc1ccccc1CN(C)C(=O)c1ccccc1Sc1ccccc1C#N,0.2%,i,10%,-39%,2.2,-10%,2%,-19%,i
C/C(=N\NC(=S)NC(C)C)c1ccco1,24%,i,4%,-27%,-1.5,-10%,1%,-24%,i
COc1ccc(NS(=O)(=O)c2nnc(NC(=O)c3ccccc3F)s2)cc1,4.4%&8.9%,i,0%&0%,-1%&-2%,-0.2,?,3%,-8%&13%,i
Cc1c(CC(=O)O)c(=O)oc2cc(OCc3nn[nH]n3)ccc12,-0.6%,i,-17%,-24%,-1.7,-1%,-2%,-5%,-98%*
O=c1oc2cc(O)ccc2c2ccccc12,8.6%,/,0%,-4%,-17,-11%,-24%,3%,i
CC1CC(C)CN(C(=O)CSc2nnc3ccccn23)C1 (centres undefined),1.2%,i,3%,-6%,2.1,15%,1%,-9%,i
CC1CC(C)CN(C(=O)CCCNC(=O)c2ccc(Cl)cc2)C1 (centres undefined),-0.4%,i,6%,2%,-4.1,12%,0%,-17%,i

# Akt phos inh, hit marks shown above.
structure,CCT chaperon mod,Mm-Cpn inhibitor,Akt phos inh
Cc1c(CC(=O)O)c(=O)oc2cc(OCc3nn[nH]n3)ccc12,-1.7,-2%,-98%*
